Compound activity (PubChem)
TrxR1 substrate: is turned over as a substrate by rat TrxR1. O89049. purified TrxR1 substrate turnover, NADPH consumption readout. Potency, µM (top dose mostly 114 µM), for the others: at the top dose activity change, negative = substrate turnover. hit rate 0.01% among 390,000. AID 588456; also: potency is read from the fitted curve at half-maximal effect; % is scaled to controls: 0 for no effect and ±100 for the full control effect; nearly all actives have a fitted effect of over 50% in size
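Rat TrxR1, dispensed at 90 nM, was prereduced with 400 uM NADPH (final) for 5 min at ~22 deg C, then incubated with compound 15 min before 400 uM selenite. A first-read NADPH fluorescence drop versus no-compound background flagged substrates.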
Pin1 inh: inhibitors of human Pin1. Pin1 FP peptide displacement, HiFluor488, 10 min. Potency, µM (highest dose often 115 µM), without a hit: at the top dose activity, negative = inhibition, hits mostly inhibitors. hit rate 0.009% among 390,000. Q13526; active = well fitted inhibition curve with a large enough effect in the polarisation, with a control signal flat, not every such curve was filed as active; inconclusive = small, poorly fitted or top-dose-only effect, or effect the other way, or a change in a side signal; inactive = no such curve, though single readings can be large or run the other way; the % refers to the polarisation; also: potency is read from the fitted curve at half-maximal effect; % is scaled to controls: 0 for no effect and ±100 for the full control effect
Target sequence (Q13526 whole entry, looked up): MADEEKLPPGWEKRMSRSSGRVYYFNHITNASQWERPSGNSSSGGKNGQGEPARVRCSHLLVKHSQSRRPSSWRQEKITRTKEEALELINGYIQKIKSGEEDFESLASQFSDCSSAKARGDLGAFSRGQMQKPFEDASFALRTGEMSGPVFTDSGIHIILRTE
mIDH1 inhibitor: human IDH1 R132H inhibition; AID 602179; Potency, µM (doses to about 76.6 µM), for inactives: at the top dose activity change, negative = inhibition, hits mostly inhibitors; O75874; IDH1-R132H enzyme, NADPH consumption, diaphorase/resazurin fluorescence; hit rate 0.093% among 390,000; also: potency is read from the fitted curve at half-maximal effect; % is scaled to controls: 0 for no effect and ±100 for the full control effect; nearly all actives have a fitted effect of over 65% in size
Target sequence (O75874 whole entry R132H, stated change not applied): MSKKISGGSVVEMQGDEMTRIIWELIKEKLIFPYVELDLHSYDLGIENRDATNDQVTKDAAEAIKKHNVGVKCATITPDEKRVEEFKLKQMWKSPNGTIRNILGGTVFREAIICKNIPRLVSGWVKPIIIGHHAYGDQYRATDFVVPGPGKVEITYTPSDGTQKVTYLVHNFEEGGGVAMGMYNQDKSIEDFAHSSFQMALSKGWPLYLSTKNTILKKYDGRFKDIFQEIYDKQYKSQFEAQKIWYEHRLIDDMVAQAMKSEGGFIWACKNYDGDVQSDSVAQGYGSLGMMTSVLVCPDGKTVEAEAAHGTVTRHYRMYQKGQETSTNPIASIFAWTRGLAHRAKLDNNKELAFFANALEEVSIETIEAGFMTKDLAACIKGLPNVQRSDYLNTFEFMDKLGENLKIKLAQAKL
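IDH1-R132H (0.5 ug/mL dispensed) in pH 7.5 Tris buffer was preincubated 30 min with compound, then given a substrate mix of 0.016 mM NADPH and 2 mM alpha-KG for 80 min at room temperature; remaining NADPH was read by diaphorase/resazurin fluorescence.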
USP1 inh: inhibitors of human USP1/UAF1 deubiquitinase. AID 743255. Potency, µM (doses to about 57.1 µM), for the others: top-dose activity change, negative = inhibition, most hits filed as inhibitors. hit rate 0.23% among 390,000. O94782. recombinant USP1/UAF1, Ub-Rhodamine cleavage fluorescence; also: potency is read from the fitted curve at half-maximal effect; % is scaled to controls: 0 for no effect and ±100 for the full control effect; nearly all actives have a fitted effect of over 60% in size; inactives centre near -12
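High-throughput fluorogenic screen: 1nM USP1/UAF1 complex, Ub-Rho substrate 150nM final, 50mM HEPES pH 7.8 with 0.5mM EDTA, 0.1 mg/ml BSA, 1mM TCEP and 0.01% Tween-20.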
rTrxR1 inhibitor: inhibitors of rat thioredoxin reductase 1 | O89049 | recombinant rTrxR1, NADPH fluorescence consumption, selenite substrate | Potency, µM (doses to about 114 µM), inactives show at the highest dose activity change, negative = inhibition, hits mostly inhibitors | hit rate 1% among 390,000 | AID 588453; also: potency is read from the fitted curve at half-maximal effect; % is scaled to controls: 0 for no effect and ±100 for the full control effect; nearly all actives have a fitted effect of over 65% in size
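Rat TrxR1 (90 nM in the dispensed reagent) was pre-reduced with 400 uM NADPH for 5 min at room temperature, then incubated with compound for 15 min. After 400 uM selenite was added, NADPH fluorescence (Ex 340/Em 450 nm) was followed for 8 min.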
TRHR agonist: activates the human TRH receptor; activation, % at 2 µM; hit rate 0.18% among 360,000; P34981; TRHR cells, calcium flux fluo-8, FDSS agonist mode; in the data active = activation above about 30%; also: 0% is about no effect
Target sequence (P34981 whole entry, looked up): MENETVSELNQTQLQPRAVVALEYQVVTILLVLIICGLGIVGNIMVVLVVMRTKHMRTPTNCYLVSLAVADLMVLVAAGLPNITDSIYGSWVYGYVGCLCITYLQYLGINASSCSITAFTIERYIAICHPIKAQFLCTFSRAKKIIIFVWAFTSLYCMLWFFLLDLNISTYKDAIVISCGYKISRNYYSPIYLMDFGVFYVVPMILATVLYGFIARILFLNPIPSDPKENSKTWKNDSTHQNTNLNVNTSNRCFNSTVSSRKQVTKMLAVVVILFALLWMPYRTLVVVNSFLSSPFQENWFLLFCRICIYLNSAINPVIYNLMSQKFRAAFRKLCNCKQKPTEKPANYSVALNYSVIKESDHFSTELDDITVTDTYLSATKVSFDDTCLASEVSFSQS
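Agonist-mode FDSS calcium read (Ex 480/Em 530, 1 s cycles) in 1536-well TRHR cells with fluo-8 dye, after 10-cycle baseline and 23 nL compound addition; TRH at EC20 (10 nM final) added afterwards for the enhancer phase.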
D2 agonist: D2 dopamine receptor (human) agonism; P14416; HEK293 T-REx D2 cells, calcium flux agonist mode; activation, % at 2 µM; hit rate 0.53% among 340,000; AID 485358;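 active = activation over 3 SD above normal in the single-dose calcium agonist read, cut at about 30% in these data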; also: 0% is about no effect
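Tetracycline-induced HEK293 T-REx cells with force-coupled D2 receptor, plated overnight at 30 C, loaded with no-wash calcium dye. After a 10 s baseline, compound was pin-added and calcium flux read kinetically for 180 s; calcium rises flagged agonists.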
TRHR enhancer: allosteric enhancers of human TRH receptor; P34981; TRHR cells, fluo-8 calcium fluorescence, EC20 TRH enhancement; enhancement, % at 2 µM; hit rate 0.66% among 360,000; AID 493056; in the data active = enhancement above about 30%; also: 0% is about no effect
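TRHR-expressing cells loaded with fluo-8 calcium dye were read kinetically (ex 480/em 530) during compound addition, then stimulated with an EC20 of TRH (10 nM final). Enhancement of the Gq-mediated intracellular calcium response was scored.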
D2 antag: D2 dopamine receptor (human) antagonism | AID 485344 | hit rate 2% among 340,000 | inhibition, % at 10 µM | HEK293 TREx D2 cells, calcium flux, dopamine EC80; in the data active = inhibition above about 30%; also: 0% is about no effect
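Calcium mobilization kinetics were recorded at 1 s intervals in tetracycline-induced HEK293 T-REx D2 cells, first for 180 s after compound addition and then 180 s after EC80 dopamine.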
The depositor's hits bear a star; ? = inconclusive; . = not tested or not shown; & = joins results of further samples; [ ] = remark or other dose. Unless noted, calls follow the shape of the dose curve; as a rule, active = well fitted inhibition curve with a large enough effect; inconclusive = small, poorly fitted or top-dose-only effect; inactive = no such curve, though single readings can be large or run the other way. The list is partial; count on the stated rates, not on these rows.

no.	structure	TrxR1 substrate	Pin1 inh	mIDH1 inhibitor	USP1 inh	rTrxR1 inhibitor
1	COCCCNC(=O)c1cc(C)nn1-c1ccccc1	5%[57.1 µM]	-5%	4%	-9%	26%[57.1 µM]
2	CC(O)CNc1nc2c(c(=O)n(Cc3ccccc3)c(=O)n2C)n1C (centres undefined)	6%[57.1 µM]	-1%	6%	-8%	-1%[57.1 µM]
3	NC(=O)CC1NC(=O)c2ccccc21 (centres undefined)	-2%	-7%	4%	-13%	2%
4	CCN(c1ccccc1)S(=O)(=O)c1ccc(C(=O)N2CCCC(C(F)(F)F)C2)cc1 (centres undefined)	-14%	-2%	8%	-7%	-5%
5	Cc1cc(F)ccc1N1CCC(N2CCN(C(C)C)C(CCO)C2)CC1 (centres undefined)	-5%	-8%	2%	-17%	?
6	COc1ccc(OC)c(NC(=O)CSc2nc3ccccc3c(=O)n2CC2CCCO2)c1 (centres undefined)	0%	-3%	0%	-26%	16%
7	NC(=S)NN=C1c2cc(S(=O)(=O)N3CCOCC3)ccc2-c2ccc(S(=O)(=O)N3CCOCC3)cc21	-8%	25%	0%	-12%	?
8	COc1ccc(S(=O)(=O)NC(C)C(=O)NCc2ccco2)cc1OC (centres undefined)	0%	0%	0%	-13%	-21%
9	O=C(CSc1ccccc1C(=O)NCCCN1CCCC1=O)NCc1ccco1	17%[57.1 µM]	-2%	10%	0%	19%[57.1 µM]
10	CN1CCN(c2ccccc2NC(=O)c2ccc([N+](=O)[O-])cc2Cl)CC1	-2%	0%	-5%	-19%	17%
11	COc1ccc(CN(C)CC(=O)Nc2ccccc2C(F)(F)F)cc1	-5%	-1%	11%	-24%	15%
12	O=C(c1ccc(-n2ccnc2)cc1)N1CCCC(CO)(Cc2cccc(Cl)c2)C1 (centres undefined)	-2%	-1%	0%	-6%	-8%
13	Cc1cccc(/N=C/c2ccccn2)n1	-8%	4%	2%	7%	-19%
14	Cc1cc(C(=O)CSc2nc(N)cc(=O)[nH]2)ccc1F	2%	-1%	-1%	-3%	43%
15	Cc1ccc(NC(=O)CN2C(=O)N/C(=C\c3cccn3-c3cccc(C(=O)O)c3)C2=O)cc1	4%[57.1 µM]	-2%	-1%	-19%	-4%[57.1 µM]

no.	TRHR agonist	D2 agonist	TRHR enhancer	D2 antag
1	0.2	-0.1	5	-2
2	0.2	0.5	2	-19
3	0.1	-0.6	2	-4
4	0.0	-0.9	2	2
5	2.5	0.7	4	-5
6	-0.8	-0.8	-3	8
7	0.1	0.8	0	4
8	-0.2	.	19	.
9	-0.2	1.1	2	-20
10	0.6	0.1	11	-2
11	0.7	-0.5	-1	4
12	0.1	0.8	0	-9
13	.	.	.	.
14	0.1	0.5	1	2
15	2.1	-3.6	-2	8

Arranged by the number under mIDH1 inhibitor (highest first): some entries from above
cpd	molecule	mIDH1 inhibitor
5	Cc1cc(F)ccc1N1CCC(N2CCN(C(C)C)C(CCO)C2)CC1 (centres undefined)	2%
8	COc1ccc(S(=O)(=O)NC(C)C(=O)NCc2ccco2)cc1OC (centres undefined)	0%
14	Cc1cc(C(=O)CSc2nc(N)cc(=O)[nH]2)ccc1F	-1%

Results in sequence from the entries so far:
Pin1 inh for nos. 2 to 11 → -1%, -7%, -2%, -8%, -3%, 25%, 0%, -2%, 0%, -1%

More entries follow.
no.	structure	TrxR1 substrate	Pin1 inh	mIDH1 inhibitor	USP1 inh	rTrxR1 inhibitor
16	COc1ccc(-c2ccc(NS(=O)(=O)c3cccc(C)c3)cc2)nn1	-11%[57.1 µM]	12%	-17%	?	-9%[57.1 µM]
17	CCSc1nc(-c2cccnc2)ccc1C#N	11%	-1%	3%	-18%	21%
18	CCOc1ccc(-c2cc(C(=O)N3CCC(C)CC3)c3ccccc3n2)cc1	112%[activator]	-3%	1%	-17%	2%
19	COc1ccc(NC(=O)c2ccc(NC(=O)c3ccncc3)cc2)cc1	-4%	-9%	-3%	-4%	3%
20	COCCCNC(=O)c1cnc2c(-c3ccc(F)cc3)c(C)nn2c1C	0%[57.1 µM]	4%	-19%	2%	4%[57.1 µM]
21	COc1ccc(-n2cnnc2SC(C)C(=O)Nc2cccc([N+](=O)[O-])c2)cc1 (centres undefined)	-8%	-4%	-4%	-18%	-10%
22	CCC(NS(=O)(=O)c1cn(C)nc1C)c1ccccc1 (centres undefined)	6%[57.1 µM]	-3%	2%	-14%	14%[57.1 µM]
23	O=[N+]([O-])c1cc(Cl)cc(/C=N/NC(=S)Nc2cc(S(=O)(=O)N3CCOCC3)ccc2Cl)c1O	-6%	.	?	?	?
24	O=C(CC1NCCNC1=O)Nc1cc(Cl)cc(Cl)c1 (centres undefined)	4%[57.1 µM]	-5%	4%	-13%	-7%[57.1 µM]
25	O=C(/C=C/c1ccccc1)NC(=O)c1ccccc1O	-2%	-10%	-6%	-10%	10%
26	O=C(NCc1ccco1)C1CCCCN1S(=O)(=O)c1ccc(F)cc1 (centres undefined)	9%	?	9%	-7%	?
27	Clc1ccc(Cn2nc(-c3ccccc3)nc2-c2ccccc2)cc1	-3%	61%[activator]	-1%	?	-1%
28	O=C(CSc1nnc(-c2ccccc2)n1-c1ccc(Cl)cc1)N/N=C/c1ccco1	-10%	-4%	5%	-7%	-11%
29	CC(C)(C)OC(=O)N1CCC[C@H]1c1nnc(SCc2cccc(Cl)c2)o1	5%[57.1 µM]	5%	9%	-15%	26%[57.1 µM]
30	CC(C)(C)n1nnnc1C(c1cccs1)N1CCN(Cc2ccccc2)CC1 (centres undefined)	12%	-1%	9%	?	20%

no.	TRHR agonist	D2 agonist	TRHR enhancer	D2 antag
16	-0.6	0.4	9	.
17	-0.6	0.2	-2	-3
18	.	.	.	.
19	0.0	0.6	-7	-2
20	-0.1	1.1	1	.
21	0.0	0.3	2	-6
22	-0.2	-1.1	-4	16
23	-0.2	-1.6	11	0
24	-1.2	-0.7	-4	-16
25	2.2	0.4	-4	-7
26	0.8	0.3	3	-8
27	0.6	0.8	6	-3
28	-0.9	-2.0	-5	-6
29	1.4	-1.8	-6	0
30	0.4	-0.2	3	14

Later entries
no.	structure	TrxR1 substrate	Pin1 inh	mIDH1 inhibitor	USP1 inh	rTrxR1 inhibitor
31	COC(=O)Cc1c(C)nc2nc(NCc3c(F)cccc3Cl)[nH]n2c1=O	5%	-5%	7%	-18%	16%[57.1 µM]
32	C/C(=N\Nc1nc2ccccc2[nH]1)c1cccs1	-2%	0%	12%	-11%	7%
33	CCOC(=O)N1CCC(NCCNC(=O)c2ccc(F)cc2)CC1	11%	-4%	8%	-13%	13%
34	Cc1cc(C)nc(NNS(=O)(=O)c2c(F)cc(F)cc2Br)n1	-1%	-8%	3%	-17%	-7%
35	CCCCCc1ccc(-c2cn(Cc3ccc4ccccc4c3)nn2)cc1	7%&-4%	-2%	6%	-19%	33%&17%[activator]
36	Cc1ccc2oc(C(=O)Nc3nonc3C)c(C)c2c1	6%	7%	8%	-15%	23%
37	CN(CCCCCCCCCCN(C)C(=O)Oc1cccc([N+](C)(C)C)c1)C(=O)Oc1cccc([N+](C)(C)C)c1	4%	-5%	7%	-21%	12%
38	CCN(CC)S(=O)(=O)c1ccc2[nH]cc(C(=O)NCCCN3CCCCC3)c(=O)c2c1	8%	-2%	1%	1%	3%
39	O=C(c1ccccc1F)N1CCN(S(=O)(=O)c2ccc(Br)cc2)CC1	1%	-7%	12%	-22%	22%
40	CCc1nc(SCCO)c2oc3ccccc3c2n1	9%[57.1 µM]	0%	7%	-3%	-9%
41	CCN1C(=O)[C@H]2[C@@H](c3ccc(-c4ccc(OC)cc4)cc3)N[C@@](C)(C(=O)OC)[C@H]2C1=O	118%[activator]	2%	-6%	?	173%[activator]
42	CCCCN1C(=O)NC(NS(=O)(=O)c2ccc(N)cc2)(C(F)(F)F)C1=O (centres undefined)	3%	4%	0%	-14%	11%
43	Cc1ccc(OCCn2c(=O)oc3ccc(C)cc32)cc1	-7%	-1%	0%	-2%	10%
44	CCOCC(=O)Nc1cc(C)on1	2%	4%	3%	-8%	13%
45	O=C(OC1CCCCC1)c1ccc(NC(=O)c2ccco2)cc1	7%[57.1 µM]	0%	5%	-19%	12%[57.1 µM]

no.	TRHR agonist	D2 agonist	TRHR enhancer	D2 antag
31	0.3	0.1	-8	-10
32	0.4	-2.4	2	-9
33	0.4	4.5	1	66*
34	.	.	.	.
35	0.3	-0.8	3	3
36	-0.4	-0.2	0	-7
37	-0.5	-2.0	6	13
38	0.1	1.5	-2	23
39	-0.5	0.6	3	0
40	0.2	0.7	-7	6
41	-0.4	-1.2	3	-9
42	0.1	.	5	.
43	-0.6	0.3	-3	-2
44	0.1	1.9	-1	0
45	1.9	0.7	-2	0

The results go on:
no.	structure	TrxR1 substrate	Pin1 inh	mIDH1 inhibitor	USP1 inh	rTrxR1 inhibitor
46	Cc1ccc(C(C)(C)C)cc1S(=O)(=O)N1CC(=O)Nc2ccccc21	-17%	4%	0%	-11%	-17%
47	Brc1ccccc1-c1nnc(SCc2nc3ccccc3s2)o1	-2%[57.1 µM]	?	10%	-17%	6%[57.1 µM]
48	CCn1c(SCC(=O)Nc2ccc3c(c2)OCO3)nnc1C1CC1	7%	0%	0%	-25%	18%
49	O=C(O)c1ccc2c(c1)OCCCO2	-21%	-1%	-10%	-7%	2%
50	C/C(=N\NC(=O)c1ccoc1C)c1ccccc1	7%[57.1 µM]	-9%	6%	?	31%[57.1 µM]

no.	TRHR agonist	D2 agonist	TRHR enhancer	D2 antag
46	-1.5	-0.3	-3	-10
47	0.1	-0.2	11	1
48	0.2	-1.3	-2	-7
49	-1.1	-2.1	-10	-7
50	-0.9	-0.3	-3	9
